Bioassay records: PubChem, NMMLSC
Bim-Mcl-1: inhibitors of Bim-Mcl-1 interaction, human. 0.1% of 190,000 active. Q07820. Bead-based flow cytometry, Bim peptide-Mcl-1 binding. inhibition, % at 10 µM;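 further: 0% = no compound tracer wells and 100% = peptide blocker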
ABCB1 block: human ABCB1 inhibition, ABCG2 as counter-screen; inhibition, % at 6.6 µM; 0.067% of 190,000 active; CCRF-Adr cells, JC-1 efflux, flow cytometry; in the data active means inhibition above about 40%;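 further: 0% = vehicle and 100% = reference inhibitor; higher value means more JC-1 retained so stronger ABCB1 efflux block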
RGS8-Gao: regulators of human RGS8-Galphao interaction; P09471; multiplexed bead flow cytometry, RGS8-Galphao binding; actives lie on both sides; response (percent of control binding), % at 10 µM; 0.34% of 220,000 active; AID 1423; in the data active means response below about 60% or above about 140%; inactive means in between;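 further: Galphao activated as the GDP aluminium fluoride complex binding bead-coupled RGS8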
Bcl-B Bim block: human Bim-Bcl-B interaction inhibition. Q9HD36. bead-based flow cytometry, Bim peptide-Bcl-B binding. inhibition, % at 10 µM. 0.073% of 190,000 active;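 further: 0% = tracer peptide without compound and 100% = reference inhibitor peptide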
Target sequence (Q9HD36 whole entry, looked up): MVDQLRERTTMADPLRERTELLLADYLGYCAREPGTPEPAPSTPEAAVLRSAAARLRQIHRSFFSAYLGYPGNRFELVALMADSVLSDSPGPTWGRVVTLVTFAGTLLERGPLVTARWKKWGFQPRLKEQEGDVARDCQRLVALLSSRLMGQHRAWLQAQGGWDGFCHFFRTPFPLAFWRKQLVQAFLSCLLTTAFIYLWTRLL
Bcl-W Bim block: human Bim-Bcl-W interaction inhibition; 0.02% of 190,000 active; inhibition, % at 10 µM; bead-based flow cytometry, Bim peptide-Bcl-W binding;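 further: 0% = bound tracer without compound and 100% = peptide blocker; higher means less fluorescent Bim peptide bound to Bcl-W beads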
Target sequence (Q92843 whole entry, looked up): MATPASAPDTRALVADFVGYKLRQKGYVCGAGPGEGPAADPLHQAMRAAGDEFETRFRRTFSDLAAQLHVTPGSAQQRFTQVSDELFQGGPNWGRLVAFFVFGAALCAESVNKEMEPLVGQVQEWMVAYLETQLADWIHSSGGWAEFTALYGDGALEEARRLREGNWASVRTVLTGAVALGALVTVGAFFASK
ABCG2 block: inhibitors of human ABCG2 transporter, ABCB1 counter-screen; Q9UNQ0; inhibition, % at 6.6 µM; AID 1325; IgMXP3 cells, JC-1 efflux, flow cytometry; 0.1% of 190,000 active;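 active means inhibition above 80%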;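 further: 0% = DMSO and 100% = nicardipine control wells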
Target sequence (Q9UNQ0 whole entry, looked up): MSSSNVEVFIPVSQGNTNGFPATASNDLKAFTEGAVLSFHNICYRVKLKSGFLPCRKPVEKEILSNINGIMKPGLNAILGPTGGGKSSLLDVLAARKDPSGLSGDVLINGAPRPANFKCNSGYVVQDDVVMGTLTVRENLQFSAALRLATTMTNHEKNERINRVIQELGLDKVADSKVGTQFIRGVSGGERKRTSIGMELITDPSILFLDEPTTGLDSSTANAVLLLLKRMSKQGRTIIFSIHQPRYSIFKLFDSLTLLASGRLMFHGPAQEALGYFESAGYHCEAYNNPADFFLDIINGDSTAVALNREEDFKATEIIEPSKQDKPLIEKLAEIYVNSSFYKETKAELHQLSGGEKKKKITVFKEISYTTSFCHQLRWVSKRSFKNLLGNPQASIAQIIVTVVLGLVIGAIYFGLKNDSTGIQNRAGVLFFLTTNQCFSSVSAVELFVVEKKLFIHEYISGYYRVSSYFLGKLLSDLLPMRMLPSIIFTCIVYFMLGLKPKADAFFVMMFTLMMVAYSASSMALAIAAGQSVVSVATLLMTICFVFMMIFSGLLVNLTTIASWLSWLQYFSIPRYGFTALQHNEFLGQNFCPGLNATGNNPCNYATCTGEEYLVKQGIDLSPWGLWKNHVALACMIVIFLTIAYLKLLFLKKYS
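Test system: IgMXP3 (ABCG2) plus far-red-tagged CCRF-Adr (ABCB1) cells / Amount: 3 million cells/mL in well / Reagent: JC-1 transporter substrate / Timing: 10 min compound exposure, 25 °C / Signal: flow cytometry, 530 nm JC-1 signal / Read-out: percent efflux inhibition, scaled nicardipine 100% to DMSO 0% / Benchmarks: nicardipine as high control, DMSO as low control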
RGS4-Gao reg: modulates binding of RGS4 to human Galphao; Multiplexed bead flow cytometry; actives lie on both sides; 0.33% of 220,000 active; P09471; binding response (% of control), % at 10 µM; in the data active means binding response below about 49% or above about 150%; inactive means in between;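 further: fluorescent Galphao activated with aluminum fluoride binding bead-coupled RGS4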
Bim-Bcl-XL: inhibitors of Bim-Bcl-XL interaction, human. Q07817. Bim peptide-Bcl-XL binding, bead flow cytometry, fluorescence. inhibition, % at 10 µM. 0.04% of 190,000 active. AID 1007
Bim-Bcl-2: disrupts Bim peptide binding to human Bcl-2. Bead-based flow cytometry, Bim peptide-Bcl-2 binding. inhibition, % at 10 µM. 0.06% of 190,000 active. AID 950; in the data active means inhibition above about 40%;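 further: 0% = no compound wells with probe peptide and 100% = reference peptide inhibitor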
RGS7-Gao reg: human RGS7-Galphao interaction regulation. Multiplexed bead flow cytometry, RGS7-Galphao binding; actives lie on both sides. binding response (% of control), % at 10 µM. 0.35% of 220,000 active. AID 1439; in the data active means binding response below about 49% or above about 150%;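 further: fluorescent Galphao held in activated GDP-AlF4 state binding bead-coupled RGS7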
Bim-Bfl-1: disrupts Bim binding to human Bfl-1 | Q16548 | Bead-based flow cytometry, Bim-Bfl-1 binding inhibition | inhibition, % at 10 µM | 0.12% of 190,000 active | AID 1008;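 further: 0% = wells without compound plus tracer and 100% = blocker peptide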
Numbers without * were called inactive; . = no result given. Unless noted, no stated cut-off is given here; in the data, active means inhibition above about 40%.

SMILES | Bim-Mcl-1 | ABCB1 block | RGS8-Gao | Bcl-B Bim block | Bcl-W Bim block | ABCG2 block | RGS4-Gao reg | Bim-Bcl-XL | Bim-Bcl-2 | RGS7-Gao reg | Bim-Bfl-1
CCOc1ccc(Br)cc1S(=O)(=O)NCCN(C)C | -1 | 1.1 | 102 | 0 | -1 | 21 | 109 | 1 | 0 | 110 | 0
CC(=O)N1C(Nc2ccc(Cl)cc2)CCN1c1ccccc1 (stereo not drawn) | -1 | 0.1 | . | -7 | 4 | 1 | . | 0 | -14 | . | -9
CCOc1ccc(CNC(=S)NCc2ccc(OCC)cc2)cc1 | -23 | 0.4 | 101 | 2 | -13 | 4 | 102 | -10 | -6 | 99 | -3
CCOC(=O)c1cnc(-n2nc(C)cc2C)nc1NC(C)c1ccccc1 (stereo not drawn) | 4 | 1.4 | 101 | 1 | 4 | 6 | 103 | 1 | -3 | 101 | -3
CCn1c(-c2ccc(F)cc2)cnc1SCC(=O)N1CCCCC1C (stereo not drawn) | -105 | 0.0 | 99 | -33 | 0 | 10 | 101 | -9 | -17 | 100 | -12
Cc1cccc(NC(=S)NN2CCN(C)CC2)c1C | 0 | 0.2 | 99 | -2 | 0 | 2 | 79 | -3 | 0 | 85 | 0
O=C(Nc1ccc(F)c(F)c1)c1cnc(-c2ccccc2)nc1-c1ccccc1 | 3 | -0.3 | 100 | 6 | 0 | -2 | 100 | 6 | 8 | 95 | 18
Cn1c(SCC(=O)Nc2cccc(C(=O)O)c2)nnc1-c1cc2cc(Br)ccc2o1 | 2 | -0.2 | 104 | 0 | 2 | -1 | 100 | 2 | -1 | 100 | -5
CCOC(=O)N=Nc1c(O)n(Cc2ccccc2)c2ccccc12 | 0 | 2.3 | 92 | -3 | -3 | 19 | 89 | -2 | -7 | 82 | -2
CCCSC1=C(C#N)C(c2ccc(Cl)cc2Cl)CC(=O)N1 (stereo not drawn) | -3 | -0.4 | 98 | -9 | -1 | 0 | 83 | 5 | -9 | 84 | -5
CC(=O)c1sc(Nc2cccc(C)c2)nc1C | 3 | 0.2 | 104 | -1 | 0 | 3 | 105 | 1 | 1 | 110 | -3
CCn1cc(C(=O)NCc2ccco2)c(=O)c2cc(S(=O)(=O)N3CCCC3)ccc21 | 1 | 1.2 | 93 | -3 | 0 | 9 | 88 | -1 | 0 | 91 | -2
CC1CCc2nc(NC(=O)c3ccco3)sc2C1 (stereo not drawn) | -2 | -0.1 | 101 | -7 | 0 | 35 | 100 | -6 | -12 | 98 | -13
Cc1cccc(NC(=O)COC(=O)CCc2ccc(S(=O)(=O)N3CCOCC3)cc2)c1C | 3 | -0.9 | 100 | 0 | -2 | -1 | 98 | -1 | -1 | 100 | -2
CCOc1ccc(N2C(=O)CC(S/C(N)=N/N=C/c3cccs3)C2=O)cc1 (stereo not drawn) | 2 | -0.8 | 107 | 4 | 1 | -5 | 103 | 0 | 2 | 105 | 6
CC(=O)c1c(C)[nH]c(C(=O)OCC(=O)Nc2sc3c(c2C#N)CCCC3)c1C | -3 | -0.1 | 101 | -13 | -2 | -6 | 101 | -5 | -7 | 106 | -7
Cc1ccc(S(=O)(=O)N2CCN(S(=O)(=O)N3CCOCC3)CC2)c(C)c1 | -2 | 0.2 | 101 | -9 | 0 | 28 | 101 | -4 | -13 | 100 | -18
CCn1c(C)nc2cc(C(=O)NNC(=O)c3ccc(Cl)nc3)ccc21 | -2 | -0.3 | 108 | -5 | 0 | 0 | 104 | -4 | 1 | 102 | -3
CCc1c(C)[nH]c2c(C)cccc2c1=O | 0 | -0.1 | 102 | -7 | 2 | 4 | 104 | 0 | -8 | 107 | -11
CCN1CCN(CCCNC(=O)c2cc3c(=O)[nH]c4ccccc4c3s2)CC1 | 0 | 0.2 | 104 | -6 | 0 | 0 | 105 | 0 | -11 | 98 | -11
COc1cccc(CNC(=O)CSCc2cnn(-c3ccccc3)c2-n2cccc2)c1OC | -1 | 0.9 | 99 | -10 | 1 | 1 | 101 | -2 | -8 | 100 | -12
Cc1noc(NS(=O)(=O)c2ccc(NC(=O)CSc3nnc4c(n3)[nH]c3ccccc34)cc2)c1C | 26 | -1.9 | 103 | 21 | 26 | -12 | 104 | 30 | 11 | 96 | 0
COCCn1c(=O)[nH]c(=O)c2c1nc(-c1ccc(-c3ccc(Cl)cc3[N+](=O)[O-])o1)n2Cc1ccccc1 | -1 | -0.6 | 100 | -8 | 7 | -5 | 101 | 0 | 7 | 99 | 15
Cc1c([C@H]2[C@@H](CC#N)C2(C)C)c2ccccc2n1C | 0 | 0.7 | 101 | -7 | 1 | 5 | 97 | -1 | -6 | 101 | -8
Cc1ccc(NCc2nnc(SCC(N)=O)n2CCc2ccccc2)cc1 | 2 | -0.2 | 89 | 4 | 8 | -1 | 100 | 12 | 8 | 91 | 9

The closing six records of the part above open the next one.
SMILES | Bim-Mcl-1 | ABCB1 block | RGS8-Gao | Bcl-B Bim block | Bcl-W Bim block | ABCG2 block | RGS4-Gao reg | Bim-Bcl-XL | Bim-Bcl-2 | RGS7-Gao reg | Bim-Bfl-1
CCN1CCN(CCCNC(=O)c2cc3c(=O)[nH]c4ccccc4c3s2)CC1 | 0 | 0.2 | 104 | -6 | 0 | 0 | 105 | 0 | -11 | 98 | -11
COc1cccc(CNC(=O)CSCc2cnn(-c3ccccc3)c2-n2cccc2)c1OC | -1 | 0.9 | 99 | -10 | 1 | 1 | 101 | -2 | -8 | 100 | -12
Cc1noc(NS(=O)(=O)c2ccc(NC(=O)CSc3nnc4c(n3)[nH]c3ccccc34)cc2)c1C | 26 | -1.9 | 103 | 21 | 26 | -12 | 104 | 30 | 11 | 96 | 0
COCCn1c(=O)[nH]c(=O)c2c1nc(-c1ccc(-c3ccc(Cl)cc3[N+](=O)[O-])o1)n2Cc1ccccc1 | -1 | -0.6 | 100 | -8 | 7 | -5 | 101 | 0 | 7 | 99 | 15
Cc1c([C@H]2[C@@H](CC#N)C2(C)C)c2ccccc2n1C | 0 | 0.7 | 101 | -7 | 1 | 5 | 97 | -1 | -6 | 101 | -8
Cc1ccc(NCc2nnc(SCC(N)=O)n2CCc2ccccc2)cc1 | 2 | -0.2 | 89 | 4 | 8 | -1 | 100 | 12 | 8 | 91 | 9
CCOC(=O)N/N=C/c1cc(OC)c(O)c(OC)c1 | -1 | 0.4 | 99 | -11 | 1 | 9 | 100 | -2 | 0 | 102 | 5
COc1ccc(OC)c(NS(=O)(=O)c2ccc3c(c2)n(C)c(=O)n3C)c1 | -1 | 0.8 | 103 | 2 | 2 | 1 | 90 | -2 | 3 | 97 | 0
CC(C)OC(=O)CCCNc1ccc([N+](=O)[O-])cc1[N+](=O)[O-] | -6 | 0.4 | 99 | -13 | -7 | 10 | 102 | -9 | -6 | 105 | -14
Cc1ccc(C(=O)NCCSC2CCCCC2)cc1S(=O)(=O)Nc1ccccc1 | -1 | 0.5 | 100 | 0 | 0 | 3 | 103 | -1 | 0 | 99 | -3
CCCCOC(=O)Nc1cccc(C(C)=O)c1 | -1 | 0.1 | 100 | -3 | -2 | 5 | 103 | -1 | 0 | 104 | -3
COc1ccc(-c2csc(NC(=O)CSc3nc(C)cs3)n2)cc1 | -4 | 0.4 | 102 | -5 | -2 | 2 | 101 | -4 | 4 | 101 | 0
Cc1ccccc1OCCNC(=O)c1ccc2ccccc2n1 | -3 | 0.6 | 96 | -7 | -3 | 6 | 103 | -8 | -4 | 103 | -1
CN(C)CCNC(=S)Nc1ccccc1C(C)(C)C | 1 | 0.7 | 100 | -2 | 0 | 11 | 101 | 2 | 0 | 102 | -2
CCOC(=O)c1ccc2c(c1)nc(COc1ccc(OC)cc1)n2CC | -7 | 0.4 | 103 | -9 | -6 | 2 | 99 | -9 | -6 | 101 | -5
CCN(CC)S(=O)(=O)c1ccc(/C(O)=C2/C(=O)C(=O)N(CCOC)C2c2ccccc2)cc1 (stereo not drawn) | 0 | 0.4 | 100 | -4 | -1 | 0 | 100 | 2 | -5 | 98 | -6
Cc1cc(NC(=O)c2noc3c2CCCCC3)nn1Cc1ccc(Cl)cc1 | 1 | 1.0 | 101 | -3 | -3 | 4 | 102 | -3 | -2 | 101 | -1
CCc1cccc(C)c1N(C(=O)Cn1c(COC)nc2ccccc21)C(C)COC (stereo not drawn) | -2 | 1.2 | 104 | -6 | -2 | 7 | 101 | -7 | -10 | 108 | -25
Cc1oc(-c2cccc(Br)c2)[n+]([O-])c1C | 9 | 1.5 | 97 | 3 | 0 | 3 | 92 | 2 | 0 | 95 | -1
CCN(CC#CCC(O)(c1ccccc1)c1ccccc1)C(C)C | -1 | 2.0 | 102 | 0 | -2 | 6 | 102 | -6 | 1 | 100 | -3
C=CCn1c(SCC(=O)O)nnc1-c1cccs1 | 4 | 0.0 | 106 | -3 | 1 | 0 | 105 | -4 | -2 | 99 | -9
N#C/C(=C/c1cccc(C(F)(F)F)c1)c1nc(CCN2C(=O)c3ccccc3C2=O)cs1 | 0 | 0.3 | 95 | -2 | 0 | 4 | 90 | 0 | 1 | 87 | -1
Cc1ccc(Nc2ccc(C(=O)N3CCCC3)cn2)c(C)c1 | -1 | 0.5 | 100 | 0 | -3 | 2 | 100 | -1 | 0 | 99 | 0
CC(Oc1ccccc1F)C(=O)NN (stereo not drawn) | -2 | 0.7 | 101 | -6 | -4 | 3 | 97 | -5 | 0 | 94 | 0
CCOc1ccc(-c2nc(CCl)cs2)cc1 | 0 | 2.0 | 100 | 3 | 0 | 14 | 102 | 0 | 2 | 100 | 4
CCOc1ccc(/C=C/C(=O)Nc2ccc(OC)cc2[N+](=O)[O-])cc1 | 0 | 0.1 | 101 | 2 | -2 | 1 | 100 | 0 | -1 | 103 | 2
Cc1ccccc1-c1nc(CN2CCC(C(=O)NCC3CCCO3)CC2)c(C)o1 (stereo not drawn) | 0 | 0.0 | 100 | -5 | 2 | 1 | 103 | 3 | -6 | 100 | -11
Cc1cccc(Cc2nnc(CCC(=O)N(CC3CC3)CC3CCCO3)o2)c1 (stereo not drawn) | -3 | -2.2 | 100 | -6 | -3 | -2 | 101 | -6 | -4 | 103 | -9
O=C1C2CCCN2C(c2ccccc2)N1c1nccs1 (stereo not drawn) | -2 | 0.5 | 102 | -7 | -4 | 7 | 100 | -7 | -12 | 97 | -13
Cc1ccc(-n2nc(C)cc2NC(=O)c2ccc(C)s2)cc1 | -6 | 0.4 | 90 | -7 | -1 | 2 | 91 | -6 | -4 | 95 | -1
COC(=O)/C=c1/s/c(=C(\C#N)C(=O)NCc2ccco2)n(-c2ccc(C)cc2)c1=O | 5 | -0.2 | 92 | 4 | 4 | 8 | 97 | 2 | 6 | 91 | 4
CCc1nnc(NC(=O)CSc2nccn2-c2cc(C)cc(C)c2)s1 | -1 | 0.9 | 102 | -6 | 0 | 5 | 102 | -1 | -7 | 101 | -12
COc1ccc(CCNc2oc(COc3ccccc3)nc2C#N)cc1 | -1 | 1.1 | 102 | -8 | -2 | 43 | 103 | -6 | -13 | 98 | -16
CCOC(=O)CSc1nnc(-c2cccc(Br)c2)o1 | -1 | 0.4 | 100 | -4 | -1 | 3 | 99 | -2 | -1 | 100 | 0
C=C(C)c1cccc(C(C)(C)NC(=O)NCC2CCCO2)c1 (stereo not drawn) | 0 | 0.3 | 104 | -6 | 0 | 2 | 103 | -4 | -10 | 104 | -9
